Screens from PubChem.
TRPC4 inh: inhibitors of mouse TRPC4 channel, primary screen, Fluo4 calcium, HEK293 TRPC4beta/mu-opioid cells | Short transient receptor potential channel 4 (Mus musculus), Q9QUQ5 | DAMGO-evoked Fluo4 calcium flux; hits give low values | B-score at 10 µM | actives 0.39% (n = 300,000) | AID 2247, 2010;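 active means B-score over 3 SD under the library average, no early fluorescence shift, positive overall ratio signal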
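Assay system: HEK293 cells with stable TRPC4beta plus mu-opioid receptor expression. Dosing: single dose. Measured by: Fluo4 Ca2+ flux fluorescence. Also added: DAMGO in two steps, submaximal then maximal. Read-out: B score from integrated Fluo4 fluorescence ratio.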
MrgX1 ag: agonists of human MrgX1 receptor, primary screen, HEK293 cells, Fluo-4 calcium flux | actives 0.44% (n = 310,000) | Fluo-4 calcium fluorescence, agonist mode; hits give high values | B-score at 10 µM;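 active means calcium response B-score plate-corrected fluorescence ratio at least 3 library SD, with starting fluorescence B-score inside 5 SD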
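Material: HEK293 cells stably expressing human MrgX1 receptor | Quantity: 15,000 cells per well | Times: Cells plated overnight, dye loaded 0.5 h 37 °C, 0.5 h room temperature | Measured by: Kinetic Fluo-4 NW fluorescence of intracellular calcium | Control set: Positive and negative controls per plate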
ANO1 activ: TMEM16A chloride channel activators or potentiators, primary screen, cell-based, HTS; HEK293 TMEM16A/YFP-H148Q/I152L, iodide quench fluorescence; hits give low values; actives 0.3% (n = 340,000); B-score at 10 µM;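 active means fluorescence-ratio B-score plate-corrected deviation score at least 3 library SD below zero, with starting fluorescence score within 5 deviations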;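 further: channel opened by trigger with iodide after compound preincubation; score built on the fluorescence ratio of max minus min over baseline; more negative score means more quench and so TMEM16A activation or potentiation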
Target sequence (Q8BHY3 whole entry, looked up): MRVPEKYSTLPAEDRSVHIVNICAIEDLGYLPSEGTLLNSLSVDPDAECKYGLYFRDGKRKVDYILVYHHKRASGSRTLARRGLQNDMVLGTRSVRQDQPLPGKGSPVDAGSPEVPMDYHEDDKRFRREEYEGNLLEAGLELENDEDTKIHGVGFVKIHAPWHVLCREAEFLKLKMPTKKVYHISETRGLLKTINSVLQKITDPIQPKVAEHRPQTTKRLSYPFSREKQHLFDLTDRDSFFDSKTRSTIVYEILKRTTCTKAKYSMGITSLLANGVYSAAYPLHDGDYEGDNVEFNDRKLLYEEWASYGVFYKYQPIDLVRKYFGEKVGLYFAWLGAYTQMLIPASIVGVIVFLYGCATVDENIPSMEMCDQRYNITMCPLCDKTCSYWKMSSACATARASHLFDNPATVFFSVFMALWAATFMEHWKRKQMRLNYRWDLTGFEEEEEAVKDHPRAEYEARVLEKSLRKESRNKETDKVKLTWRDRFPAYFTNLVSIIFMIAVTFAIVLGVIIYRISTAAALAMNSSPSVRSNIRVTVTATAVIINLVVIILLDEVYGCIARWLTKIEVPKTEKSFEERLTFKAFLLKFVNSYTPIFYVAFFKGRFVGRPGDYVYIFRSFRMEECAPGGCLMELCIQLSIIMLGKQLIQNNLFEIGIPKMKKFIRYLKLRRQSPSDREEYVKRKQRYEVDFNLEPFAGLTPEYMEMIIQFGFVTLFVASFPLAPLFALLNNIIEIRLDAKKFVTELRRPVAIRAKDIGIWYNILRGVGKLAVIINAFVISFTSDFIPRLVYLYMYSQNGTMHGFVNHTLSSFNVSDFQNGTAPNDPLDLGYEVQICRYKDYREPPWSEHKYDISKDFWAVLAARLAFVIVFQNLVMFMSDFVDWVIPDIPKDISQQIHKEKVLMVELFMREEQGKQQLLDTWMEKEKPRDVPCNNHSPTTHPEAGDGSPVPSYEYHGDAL
TRPC6 act: mouse TRPC6 channel activators, primary screen, cell-based, HEK293, membrane potential dye | Short transient receptor potential channel 6 (Mus musculus), Q61143 | HEK293-TRPC6 membrane potential dye fluorescence; hits give high values | B-score at 10 µM | actives 0.13% (n = 310,000) | AID 2550, 2010;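 active means B-score of the integrated fluorescence ratio above library mean plus 3 SD, and starting fluorescence ratio within library mean plus 5 SD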;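 further: higher score means more depolarization so channel activation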
ANO1 block: TMEM16A chloride channel inhibitors, primary screen, cell-based, HTS; normalized B-score (activity score, 25-100; higher = stronger inhibition) at 10 µM; Anoctamin-1 (Mus musculus), Q8BHY3; actives 1.2% (n = 310,000); HEK293 TMEM16A/YFP iodide influx fluorescence, ionomycin;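 active means ratio plate-corrected score three or more library SD toward inhibition, starting fluorescence score within five deviations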;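 further: score derived from kinetic fluorescence span divided by baseline fluorescence per well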
MrgX1 antag: antagonists of human MrgX1 receptor, primary screen, HEK293 cells, Fluo-4 calcium flux | BAM8-22 antagonism; hits give low values | B-score at 10 µM | actives 1.3% (n = 310,000) | AID 588676, 2011;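 active means calcium-response B-score plate-corrected more than 3 library SD below zero, starting fluorescence within 5 deviations, no agonist response on first addition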;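 further: peak minus trough fluorescence over baseline after final BAM8-22 challenge near maximal dose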
TRPC4 PAM: positive allosteric modulators of TRPC4, primary screen, cell-based, mouse TRPC4beta, HEK293 mu-opioid, Fluo-4 calcium. Short transient receptor potential channel 4 (Mus musculus), Q9QUQ5. DAMGO EC20, Fluo-4 Ca2+ flux; hits give high values. B-score at 10 µM. actives 0.42% (n = 310,000);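 active means B-score of calcium response area above 5 SD of library B-scores, with initial fluorescence ratio within 5 SD of library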;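 further: B-score of integrated fluorescence ratio over time as area under calcium response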
TRPC6 inh: mouse TRPC6 channel inhibitors, primary screen, cell-based, HEK293, membrane potential dye | ACh-evoked depolarization; hits give low values | B-score at 10 µM | actives 1.1% (n = 310,000) | AID 2553, 2010;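 active means B-score under library mean minus 3 SD, initial fluorescence not abnormally high, positive integrated signal ratio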;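 further: B-score derived from integrated fluorescence ratio over the kinetic read; more negative B-score means stronger inhibition of depolarization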
SKKanGAS inh: S. pyogenes SKKanGAS growth inhibitors in kanamycin, primary screen, streptokinase expression inhibitor project, SKKanGAS strain, BacTiter-Glo luminescence | inhibition, % at 7.5 µM | 6 h | actives 1.3% (n = 300,000) | AID 1662, 2009;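 active means mean replicate score, as percent of positive control median, at least 50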;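 further: strain carries kanamycin resistance gene driven by streptokinase promoter and grows in 40 µg/ml kanamycin; loss of luminescence reflects streptokinase promoter inhibition or plain growth inhibition; 0% = median of DMSO wells and 100% = positive control at its reference dose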
TRPC4 act: activators of mouse TRPC4 channel, primary screen, Fluo4 calcium, HEK293 TRPC4beta/mu-opioid cells; B-score at 10 µM; Fluo4 calcium fluorescence; hits give high values; actives 0.49% (n = 310,000);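 active means B-score above 5 SD of library B-scores, and initial fluorescence ratio not above library mean plus 5 SD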;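 further: positive B-score marks a calcium rise read as TRPC4 activation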
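system = HEK293 cells stably co-expressing mouse TRPC4beta and mu-opioid receptor | schedule = Fluo4 dye loading 45 min at room temperature, 110 s recording | measure = B-scored integrated calcium fluorescence ratio | signal = Fluo4 calcium-sensitive dye fluorescence, kinetic, 1 Hz baseline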
MrgX1 PAM: positive allosteric modulators of MrgX1, primary screen, HEK293 cells, Fluo-4 calcium flux; FDSS; hits give high values; Mas-related G-protein coupled receptor member X1 (Homo sapiens), Q96LB2; B-score at 10 µM; AID 588675, 2011; actives 0.63% (n = 310,000);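 active means plate-corrected calcium response at least 3 library SD above typical, normal starting fluorescence, not activating the receptor alone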;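 further: compound read alongside a low EC10 to EC30 dose of BAM8-22 agonist; peak minus trough fluorescence over baseline measured at the second addition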
The depositor's hits bear a star; i = inactive; · = not tested or not shown.

SMILES	TRPC4 inh	MrgX1 ag	ANO1 activ	TRPC6 act	ANO1 block	MrgX1 antag	TRPC4 PAM	TRPC6 inh	SKKanGAS inh	TRPC4 act	MrgX1 PAM
CCOC(=O)N1CCN(C(=O)c2ccc(-n3c(=S)[nH]c4ccccc4c3=O)cc2)CC1	i	i	i	i	i	i	i	i	0	i	i
N=C1C(c2nc3ccccc3s2)=C(O)CN1Cc1ccco1	i	i	i	i	i	i	i	i	-7	i	i
COc1ccc(NC(=S)NNC(=O)c2ccccc2OC(F)F)cc1	·	i	i	i	i	i	i	i	-10	i	i
CCc1ccc(NC(=O)c2cc(S(=O)(=O)N3CCCC3)c[nH]2)cc1	i	i	i	i	i	i	i	i	-3	i	i
CCCN(CC(=O)Nc1ccccc1OC)C(=O)c1ccc(S(=O)(=O)Nc2ccccc2)cc1	i	i	i	i	i	i	i	i	17	i	i
CCc1cccc(OCC(=O)Nc2cc(S(=O)(=O)N3CCOCC3)ccc2N2CCCC2)c1	i	i	i	i	i	i	i	i	0	i	i
Cc1cc(C)nc(SCC(=O)Nc2ccccc2[N+](=O)[O-])n1	i	i	i	i	i	i	i	i	-12	i	i
CCOc1ccc(CCNS(=O)(=O)c2ccc3c(c2)NC(=O)CC(=O)N3)cc1OCC	i	i	i	i	i	i	i	i	-6	i	i
O=C(COC(=O)c1ccc(O)cc1)Nc1cc(C(F)(F)F)ccc1Cl	i	i	i	i	i	i	i	i	-1	i	i
CCN1C(Nc2ccccc2)=NC[C@@H]1CC(C)C	i	i	i	i	i	i	i	i	3	i	i
N#C/C(=C/c1cccs1)c1ccccn1	i	i	i	i	i	i	i	i	-5	i	i
Cc1cc(C)nc(NC(=O)c2cccs2)n1	i	i	i	i	i	i	i	i	-9	i	i
Cc1c(Br)cc(C(=O)N2CCN(CCO)CC2)c(C)c1C	i	i	i	i	i	i	i	i	3	i	i
O=C1CC(N2CCN(Cc3ccc4c(c3)OCO4)CC2)C(=O)N1c1ccccc1 (configuration not stated)	i	i	i	i	i	i	i	i	·	i	i
Cn1nccc1C(=O)N/N=C/c1ccccc1[N+](=O)[O-]	i	i	i	i	i	i	i	i	-4	i	i
COc1cc(/C=N/N2CCCCC2)cc(OC)c1O	i	i	i	i	i	i	i	i	3	i	i
CCOc1ccc(NC(=O)CSc2nc3cccnc3n2CC)cc1	i	·	i	i	·	·	i	i	1	i	·
CCC(NC(=O)c1cc(COc2ccc(F)c(F)c2)on1)c1ccncc1 (configuration not stated)	i	·	i	i	·	·	i	i	-3	i	·
CCN(CC)c1ccc(C2C3CCCCC3(O)CCN2CC(=O)Nc2ccccc2)cc1 (configuration not stated)	i	i	i	i	i	-5.4*	i	i	-3	i	i
CN(C)c1nc(NCc2ccccc2)nc(N/N=C/c2ccc3c(c2)OCO3)n1	i	i	i	i	i	i	i	i	27	i	i
COc1ccc(OC)c(NS(=O)(=O)c2cccs2)c1	i	i	i	i	i	i	i	i	6	i	i
Cc1cc(C)cc(OC(=O)c2cccnc2)c1	i	i	i	i	i	i	i	i	-16	i	i
Cc1nn(CCC#N)c(NC(=O)c2ccccc2)c1P(=O)(Nc1ccc(Br)cc1)N1CCOCC1 (configuration not stated)	i	i	i	i	i	i	i	i	-2	i	i
COCCN(C(=S)Nc1cccc(C)c1)C(C)c1cccnc1 (configuration not stated)	i	i	i	i	i	i	i	i	11	i	i
CCCC(=O)Nc1cc2c3c(c1)C(C)C(=O)N3CCC2 (configuration not stated)	i	i	i	i	i	i	i	i	3	i	i

Next part:
SMILES	TRPC4 inh	MrgX1 ag	ANO1 activ	TRPC6 act	ANO1 block	MrgX1 antag	TRPC4 PAM	TRPC6 inh	SKKanGAS inh	TRPC4 act	MrgX1 PAM
Cc1ccc(-c2c[n+](CC(=O)Nc3cc(=O)n(C)c(=O)n3C)c3n2CCC3)cc1	i	i	i	i	i	i	i	i	-3	i	i
CCOC(=O)c1c(NC(=O)c2ccccc2N(C)S(=O)(=O)c2ccccc2)sc2c1CCCC2	i	i	i	i	i	i	i	i	3	i	i
CCc1ccc(OCCNC(=O)c2cc(SC)ccc2Cl)cc1	i	i	i	i	i	i	i	i	2	i	i
CCCn1nc(NC(=O)c2ccco2)c2cc3ccc(C)cc3nc21	i	i	i	i	i	i	i	i	-2	i	i
Cc1ccc(NC(=O)C(=O)NCCc2c[nH]c3ccccc23)cc1C	i	i	i	i	i	i	i	i	-1	i	i
CN(CC(=O)NNC(=O)Cc1ccccc1F)S(=O)(=O)c1ccc(Cl)cc1	i	i	i	i	i	i	i	i	6	i	i
CCc1ccccc1OCC(=O)OCC(=O)c1c(N)n(C)c(=O)n(C)c1=O	i	i	i	i	i	i	i	i	-2	i	i
Cc1ccc([N+](=O)[O-])cc1N=Cc1ccc(Br)s1	i	i	i	i	i	i	i	i	1	i	i
COc1ccc(COCC(CC(C)C)N2CCN(C(=O)c3cccc(C(F)(F)F)c3)CCC2=O)cc1 (configuration not stated)	i	i	i	i	i	i	i	i	-6	i	i
CCc1ccccc1NS(=O)(=O)c1cccc2nsnc12	i	i	i	i	i	i	i	i	2	i	i
C(=C\c1nc2ccccc2[nH]1)/c1ccccc1	i	i	i	i	i	i	i	i	22	i	i
COc1cc(C(=O)Nc2nnc(C(F)(F)F)s2)c([N+](=O)[O-])cc1OC	i	i	i	i	i	-6.4*	i	i	4	i	i
COc1ccccc1NC(=O)c1c(C)nc2ccccc2c1C(=O)O	i	i	i	i	i	i	i	i	6	i	i
O=C(CCc1ccccc1)NNC(=O)C1CCCCC1	i	i	i	i	i	i	i	i	7	i	i
O=C1c2ccccc2-c2cccc(C(=O)N3CCN(C(=O)c4ccccc4)CC3)c21	i	i	i	i	i	i	i	i	9	i	i
Cc1cc2c(n1-c1ccc(Cl)cc1)CC(C)(C)CC2=O	i	i	i	i	i	i	i	i	-7	i	i
CCCCC1=CC2=C(c3ccco3)C(=O)C(C)(OC(=O)c3ccc(OC)cc3)C(=O)C2=CN1C(CO)CO (configuration not stated)	i	i	i	i	i	i	i	i	-3	i	i
OCCN(Cc1ccccc1)Cc1ccc(F)c(F)c1	i	i	i	i	i	i	i	i	-9	i	i
CC(=O)c1cccc(NC(=O)c2ccc(N(C)S(C)(=O)=O)cc2)c1	i	i	i	i	i	i	i	i	2	i	i
COC(=O)c1ccccc1NC(=O)c1ccccc1SC	i	i	i	i	i	i	i	i	9	i	i
Cc1ccc(SCCC(=O)Nc2nccs2)cc1	i	i	i	i	i	i	i	i	-5	i	i
COCCCN1C(=O)C(=O)/C(=C(/O)c2ccc(S(=O)(=O)N3CCOCC3)cc2)C1c1ccc(C(C)C)cc1 (configuration not stated)	i	i	i	i	i	i	i	i	10	i	i
CCc1nnc(NC(=O)CN2CCOCC2)s1	i	i	i	i	i	i	i	i	-1	i	i
COc1cc(C(C)=O)ccc1COc1ccc(C(=O)OCC(=O)NC(C)(C)C)cc1OC	i	i	i	i	i	i	i	i	11	i	i
CCN1C(=O)[C@H]2[C@@H](c3ccc(C)cc3)N3C(=O)N(c4ccccc4)C(=O)[C@@]3(CC)[C@H]2C1=O	i	i	i	i	i	i	i	i	-4	i	i

Next structures:
SMILES	TRPC4 inh	MrgX1 ag	ANO1 activ	TRPC6 act	ANO1 block	MrgX1 antag	TRPC4 PAM	TRPC6 inh	SKKanGAS inh	TRPC4 act	MrgX1 PAM
Cc1cc(S(=O)(=O)N2CCOCC2)ccc1OCC(=O)Nc1ccc(Br)cc1F	i	i	i	i	i	i	i	i	0	i	i
C(=N/Nc1nccs1)/c1cccnc1	i	i	i	i	i	i	i	i	-11	i	i
N#C/C(=N\Nc1ccc(Cl)c(Cl)c1)C(=O)C1CC1	i	i	i	i	i	i	i	i	25	i	i
N#CCNC(=O)C1CC(=O)N(CCc2ccc(F)cc2)C1 (configuration not stated)	i	i	i	i	i	i	i	i	0	i	i
O=C(N/N=C\c1ccc(Cl)s1)c1ccc(Cn2cccn2)o1	i	i	i	i	i	i	i	i	-3	i	i
CCOC(=O)c1ccc(CNCc2ccc(C)cc2)cc1	i	i	i	i	i	i	i	i	-5	i	i
CN(CC(=O)Nc1ccccc1Cl)C(=O)CSc1nnc(N)s1	i	i	i	i	i	i	i	i	1	i	i
CCCCn1c(N)c(N(CCOC)C(=O)CN(C)S(=O)(=O)c2ccc(C)cc2)c(=O)[nH]c1=O	i	i	i	i	i	i	i	i	-4	i	i
CCOC(=O)c1cnc(C(F)(F)F)nc1Oc1ccccc1	i	i	i	i	i	i	i	i	3	i	i
Cc1ccc2[nH]c(=O)c(COC(=O)C3CCCCC3)cc2c1	i	i	i	i	i	i	i	i	0	i	i
Cc1cccc(C(=O)/C=C2/c3ccccc3CC(C)(C)N2C)c1	i	i	i	i	i	i	i	i	-2	i	i
COc1ccc(Cl)cc1N(CC(=O)Nc1ccccc1C(=O)N1CCCC1)S(C)(=O)=O	i	i	i	i	i	i	i	i	0	i	i
Cc1ccc(C(=O)NC2CCCc3ccccc32)o1 (configuration not stated)	i	i	i	i	i	i	i	i	11	i	i
COc1ccc2c(/C=N/Nc3ccc(C(=O)O)cc3)c[nH]c2c1	i	32*	i	i	i	i	i	i	12	i	i
COc1ccc(Cc2nc3ccccc3n2C)cc1	i	i	i	i	i	i	i	i	2	i	i
O=[N+]([O-])c1ccc(/C=N/n2c(-c3ccccc3)n[nH]c2=S)cc1	i	i	i	i	i	i	i	i	4	i	i
COc1ccccc1-c1nc(SCC(=O)N(C)c2ccccc2)c2c(=O)n(C)c(=O)n(C)c2n1	i	i	i	i	i	i	i	i	8	i	i
